TDP1 cell noCPT – qHTS for Inhibitors of human tyrosyl-DNA phosphodiesterase 1 (TDP1): qHTS in cells in absence of CPT. AID 686978, 2013. actives 15% (n = 420,000). DT40 Tdp1-/- hTDP1 cells, no CPT, ATP luminescence, 48 h. Potency, µM (doses to about 46.2 µM), for inactives: at the highest dose activity change, negative = growth inhibition, most hits filed as inhibitors; further: nearly all actives have a fitted effect of over 55% in size
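Cells were dispensed at 400 per well, compounds added by pin tool, plates incubated ≥48 hr at 37 °C, then CellTiter-Glo added for 30 min at room temperature before luminescence reading. Line: DT40 Tdp1-/- complemented with hTDP1; camptothecin omitted.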
TDP1 cell CPT – DT40-hTDP1 cell growth loss with CPT; chicken DT40 Tdp1-/-;hTDP1 cells + 20 nM CPT, ATP luminescence, 48 h; Potency, µM (highest dose often 46.2 µM), for inactives: top-dose activity change, negative = growth inhibition, hits mostly inhibitors; actives 12% (n = 420,000); AID 686979; further: nearly all actives have a fitted effect of over 55% in size
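Chicken DT40 Tdp1-/- cells stably complemented with human TDP1 were seeded at 400 cells/well in medium containing 20 nM camptothecin, exposed to pin-transferred compounds, and grown at 37 °C for at least 48 hr. Viability was read as ATP luminescence.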
GCN5L2 inh – blocks human GCN5L2 histone acetyltransferase. actives 0.21% (n = 390,000). Potency, µM (top dose mostly 58.9 µM), without a hit: at the top dose activity change, negative = inhibition, actives largely listed as inhibitors. AID 504327. GCN5L2 HAT assay, ThioGlo1 CoA-SH fluorescence. Q92830
Target sequence (Q92830 whole entry, looked up): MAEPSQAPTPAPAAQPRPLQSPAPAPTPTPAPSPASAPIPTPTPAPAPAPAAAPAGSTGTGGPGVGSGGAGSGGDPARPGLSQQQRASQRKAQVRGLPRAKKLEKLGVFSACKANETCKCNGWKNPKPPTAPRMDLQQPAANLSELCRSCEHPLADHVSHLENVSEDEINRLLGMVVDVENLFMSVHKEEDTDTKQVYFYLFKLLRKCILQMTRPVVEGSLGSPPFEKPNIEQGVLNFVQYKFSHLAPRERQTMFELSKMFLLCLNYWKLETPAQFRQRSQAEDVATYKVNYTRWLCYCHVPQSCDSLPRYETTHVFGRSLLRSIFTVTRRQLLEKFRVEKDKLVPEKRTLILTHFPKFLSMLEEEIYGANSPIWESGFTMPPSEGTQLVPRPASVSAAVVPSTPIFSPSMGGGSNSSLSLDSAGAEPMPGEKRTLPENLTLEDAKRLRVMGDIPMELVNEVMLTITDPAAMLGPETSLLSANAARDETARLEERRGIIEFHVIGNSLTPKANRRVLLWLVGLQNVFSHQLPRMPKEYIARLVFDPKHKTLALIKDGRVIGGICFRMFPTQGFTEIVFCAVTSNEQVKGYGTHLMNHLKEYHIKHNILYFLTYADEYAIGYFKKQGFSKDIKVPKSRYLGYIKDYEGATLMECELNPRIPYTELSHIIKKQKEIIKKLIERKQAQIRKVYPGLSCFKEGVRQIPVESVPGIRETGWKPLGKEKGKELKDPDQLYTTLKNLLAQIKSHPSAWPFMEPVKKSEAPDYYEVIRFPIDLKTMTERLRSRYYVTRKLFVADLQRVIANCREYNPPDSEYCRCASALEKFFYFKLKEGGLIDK
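Compounds, pin-transferred from DMSO stocks, meet 20nM GCN5L2 for 15 min before the reaction begins with H3(1-25) peptide (75uM) and acetyl-CoA (70uM). Thiol-reactive ThioGlo1 reports CoA release over 20 min at room temperature.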
Active calls of the source: *; ? = inconclusive; · = not tested or not shown; & = joins results of further samples; ! = a repeat was not active. The call rests on the fitted dose curve; in most records, active means well fitted curve in the direction sought with a large enough effect; inconclusive means small, poorly fitted or top-dose-only effect, or another doubt; inactive means no such curve, though single readings can be large; an effect the other way counts as inactive or inconclusive. On the % scale 0 is the no-effect control and ±100 the full control effect; potency means the concentration at half of the fitted maximal effect. These rows are one share of the data; the hit share may differ from the screen's.

A first look:
SMILES	TDP1 cell noCPT	TDP1 cell CPT	GCN5L2 inh
C[C@H](CO)N1C[C@H](C)[C@@H](CN(C)S(=O)(=O)c2ccccc2)OCc2cn(nn2)CCCC1=O	4%	4%	·
C[C@H](NC(=O)c1[nH]cnc1C(=O)Nc1cccc(Cl)c1)c1ccccc1	16µM*	?	-12%

The listing, repeating the preview:
SMILES	TDP1 cell noCPT	TDP1 cell CPT	GCN5L2 inh
C[C@H](CO)N1C[C@H](C)[C@@H](CN(C)S(=O)(=O)c2ccccc2)OCc2cn(nn2)CCCC1=O	4%	4%	·
C[C@H](NC(=O)c1[nH]cnc1C(=O)Nc1cccc(Cl)c1)c1ccccc1	16µM*	?	-12%
COCCNCc1ccc(C(C)C)cc1	-18%	-22%	-3%
Cc1ccc(OS(=O)(=O)c2ccc(-c3csc(C)n3)s2)c(C)c1	?	?	0%
C=CCN1C(=O)NC(c2ccccc2)(C(F)(F)F)S/C1=C(\C#N)c1nnc(N2CCOCC2)n1-c1ccccc1 (centres undefined)	?	?	-4%
CCC(CC)C(=O)N1CCc2cc(OC)c(OC)cc2C1COc1ccc2c(C)cc(=O)oc2c1 (centres undefined)	16µM*	?	-2%
COc1cccc(CNc2nccn(-c3ccc(OC)c(OC)c3)c2=O)c1	-14%	2%	-12%
COC(=O)c1ccc(CN2CCc3ccccc32)cc1	-28%	-15%	-5%
CCN(C(=O)C1CCN(S(=O)(=O)c2cccc3nonc23)CC1)c1ccccc1	?	?	-2%
CSc1nc(N2CCOCC2)c2c3c(sc2n1)CCCC3	13µM*	?	-1%
COc1ccc(CC(=O)O/N=C(\N)Cc2cccc3ccccc23)cc1OC	?	?	-12%
CN(C(=O)CN(CCO)CC(=O)N(C)C(C)(C)Cc1ccccc1)C(C)(C)Cc1ccccc1	?	3.7µM*!	-1%
Cc1ccc(N(Cc2cc3ccccc3[nH]c2=O)S(=O)(=O)c2ccccc2)cc1	?	?	0%
CN(C)CCCNc1cc(C(C)(C)C)nc2c(-c3ccc(Cl)cc3)cnn12	?	13µM*	-4%
O=C(Cc1ccccc1)Nc1ccc(C(=O)O)cc1	12%	-2%	-1%

Profiles from above:
Record of COc1cccc(CNc2nccn(-c3ccc(OC)c(OC)c3)c2=O)c1 → TDP1 cell noCPT = -14%; TDP1 cell CPT = 2%; GCN5L2 inh = -12%
Record of CN(C)CCCNc1cc(C(C)(C)C)nc2c(-c3ccc(Cl)cc3)cnn12 → TDP1 cell noCPT = ?; TDP1 cell CPT = 13µM*; GCN5L2 inh = -4%
Record of CCN(C(=O)C1CCN(S(=O)(=O)c2cccc3nonc23)CC1)c1ccccc1 → TDP1 cell noCPT = ?; TDP1 cell CPT = ?; GCN5L2 inh = -2%

The list goes on.
SMILES	TDP1 cell noCPT	TDP1 cell CPT	GCN5L2 inh
CCOC(=O)N1CCN(C(=O)c2ccc(N(Cc3ccc(C)cc3)S(C)(=O)=O)cc2)CC1	-26%	-16%	-4%
Cc1cccn2c(=O)cc(COc3cccc(NC(=O)c4cccc(Cl)c4)c3)nc12	1%	1%	-8%
Cn1cccc1C(=O)Nc1ccc(N2CCOCC2)cc1	14%	0%	-3%
Cc1cc(O)ccc1N/C=C/c1onc(C)c1[N+](=O)[O-]	-22%	-14%	-8%
CC(C)(Oc1ccc(Cl)cc1)C(=O)OCC(=O)NCCc1ccccc1	5%	-28%	-17%
CN(C)c1cccc(C(=O)Nc2ccc3nc4n(c(=O)c3c2)CCCCC4)c1	?	?	-7%
COc1ccc(C2=CC(=O)OC(C)(c3ccccc3)O2)cc1 (centres undefined)	?	?	-3%
Nc1nnnn1/N=C/c1cccc(Oc2ccccc2)c1	-4%	-4%	-5%
C/C(CC(=O)Nc1cccc2c1CCCC2)=N\NC(=O)c1ccccc1N	-19%	-17%	0%
COc1ccc(S(=O)(=O)N2CCN(C(=S)NCC3CCCO3)CC2)cc1OC (centres undefined)	1%	7%	-1%
Cc1ccc(C)c(Cn2c(=O)n(CCc3ccccc3)c(=O)c3c(C)c(C)sc32)c1	9%	-10%	1%
Cc1ccccc1Nc1nn2c(=O)c3ccc(C(=O)NCCc4ccc(Cl)cc4)cc3nc2s1	15µM*	5.8µM*	0%
c1ccc2sc(-c3ccncc3)nc2c1	0%	-16%	3%
CCc1ccc(-c2cc3c(N4CCN(c5ccccc5)CC4)nccn3n2)cc1	21µM*	?	-3%
CCCCCCCNC(=O)c1ccc(N2CCC3(CC2)OCCO3)c([N+](=O)[O-])c1	?	?	-3%
CCOc1ccc(C2C(C(=O)Nc3ccccc3)=C(C)Nc3nc(SCc4cccc(OC)c4)nn32)cc1 (centres undefined)	1%	-7%	1%
CSc1c(CC(=O)Nc2ccccc2C(F)(F)F)n(Cc2ccccc2)c2ccccc12	?	?	-2%
O=c1cc(N2CCOCC2)[nH]c(=O)n1Cc1ccc(F)cc1	-5%	-3%	-3%
Cc1cccc(CN2CCN(Cc3ccc(-n4cccn4)cc3)CC2CCO)n1 (centres undefined)	-1%	-4%	-7%
CC(C)(C)NC(=O)CN1CCC(NC(=O)C23CC4CC(CC(C4)C2)C3)CC1	-5%	-3%	-1%
CCOC(=O)Nc1ccc(OC)c([N+](=O)[O-])c1	3%	0%	-6%
CCOC(=O)c1c(NC(=O)CSc2nnc(N)s2)sc(C)c1-c1ccc(C)cc1	?	?	-15%
COc1cccc(C(C)(O)c2nc(-c3cccs3)cs2)c1 (centres undefined)	?	?	·
COc1ccc(/C=C2\NC(=S)N(CC3CCCO3)C2=O)c(OC)c1 (centres undefined)	-23%	?	-3%
COc1ccc(CNC(=O)Cc2c(C)c3ccc(O)cc3oc2=O)cc1	-2%	3%	?
Cc1cc(C)cc(Nc2nc3ccccc3nc2-n2nc(C)cc2C)c1	3%	10%	-4%
COCc1c(C(=O)OCC(=O)Nc2ccc(OC(F)F)cc2)oc2ccccc12	-2%	-15%	-3%
CC(OC(=O)c1cccc(-n2cnnn2)c1)C(=O)Nc1cccc(Cl)c1 (centres undefined)	?	?	-2%
Cc1ccc(NC(=O)CCn2cnc3ccccc3c2=O)c(C)c1	-2%	6%	16%
CC1CCC(NC(=O)Cn2ncc3ccccc32)CC1 (centres undefined)	-19%	-21%	3%
CN(C)c1ccc(-c2nc3ccccn3c2/N=C/c2ccc(Br)cc2)cc1	?	?	?
Cc1cc(Cl)ccc1OC(C)C(=O)N1CCCN(C(=O)C(C)Oc2ccc(Cl)cc2C)CC1 (centres undefined)	21µM*	21µM*	-7%
c1ccc2c(N3CCCC3)nc(-c3ccncc3)nc2c1	18µM*	?	-18%
COc1ccc(-c2cnc(C)o2)cc1S(=O)(=O)Nc1cccc(C(F)(F)F)c1	?	?	-7%
COc1ccc(/C=C2\SC(=O)N(CC(=O)NN3CCN(C)CC3)C2=O)cc1OC	-21%	29%	-2%
COC(=O)/C=C/c1ccsc1NC(C)=O	-5%	-1%	-6%
CCC(C)NC(=O)CO/N=C/c1ccc(C(=O)OC)cc1 (centres undefined)	3%	-16%	-2%
OCCNC(=S)Nc1ccc(Cl)c(Cl)c1	-18%	6%	4%
COc1ccc(-c2nc(CSc3nnc(C)n4c3cc3sccc34)c(C)o2)cc1	-10%	-5%	0%
O=C(/C=C/c1ccc2ccccc2n1)c1cc(Cl)ccc1O	?	?	1%
CC(C)COC(=O)N(C)C[C@H]1OCc2cn(nn2)CCCC(=O)N([C@H](C)CO)C[C@@H]1C	-6%	4%	·
COc1ccccc1N(CC(=O)NCCc1ccccc1)C(=O)CCC(=O)Nc1ccccn1	-26%	7%	2%
CCN(C(=O)CSc1cc(-c2ccccc2)c2ccc(OC)cc2n1)C1CCS(=O)(=O)C1 (centres undefined)	?	?	-4%
Cc1noc(C)c1-c1cncnc1N1CCN(C)CC1	6%	10%	-8%
COc1ccc(/C=C/c2c([N+](=O)[O-])c(=O)n(C)c(=O)n2C)cc1O	?	-29%	-7%
COc1cccc(N2CCN(C(=O)c3ccc(Cn4c(=O)[nH]c5cc(OC)c(OC)cc5c4=O)cc3)CC2)c1	4.1µM*	9.2µM*	-6%
O=C(CSc1nccn1-c1ccccc1)Nc1ccc2c(c1)OCO2	?	-25%	2%
Cc1ccccc1C(=O)Nc1nc(SCc2ccc(Cl)cc2)n[nH]1	-14%	6%	-6%
COc1ccccc1C(=O)Nc1cccc(S(=O)(=O)N2CCCC2)c1	?	?	-12%
CCc1cnc2c(c1SCC(=O)Nc1cc(Cl)ccc1OC)c(=O)n(C)c(=O)n2C	2%	-1%	-3%
CCCCCOC(=O)Nc1nnc(CCC)s1	-1%	7%	0%
O=C(NC1CC1)[C@@H]1CSC2c3ccccc3C(=O)N21 (some centres undefined)	12%	8%	-3%
O=C(Nc1cccnc1Oc1ncnc2cc(Cl)ccc12)c1ccc(F)cc1	1%	8%	1%
COc1ccc(Cc2cc(-c3ccc(F)cc3)n[nH]c2=O)cc1	13µM*	?	-11%
COc1ccccc1-c1cc(NC(C)=O)c2ncc(-c3ccc(F)cc3)n2c1	?	?	·
COc1ccc(OC)c(NC(=O)Cn2cc(C(=O)c3ccc(Cl)cc3)c(=O)c3cc(OC)ccc32)c1	?	?	-4%
CCOc1ccc(NC(C)=O)cc1[N+](=O)[O-]	8%	14%	-1%
CC(OC(=O)Cc1ccccc1F)C(=O)Nc1ccc(Cl)cn1 (centres undefined)	1%	-21%	-17%
COc1ccc(C(C(=O)Nc2c(C)cccc2C)n2c(=O)c(-c3ccccc3)nc3ccccc32)cc1 (centres undefined)	?	?	·
COc1cccc2c1N1C(=O)c3c(C(=O)O)cccc3C1CC2(C)C (centres undefined)	1%	0%	1%

Rewritten bar-delimited: entries from further up.
molecule | TDP1 cell noCPT | TDP1 cell CPT | GCN5L2 inh
O=C(NC1CC1)[C@@H]1CSC2c3ccccc3C(=O)N21 (some centres undefined) | 12% | 8% | -3%
COc1cccc2c1N1C(=O)c3c(C(=O)O)cccc3C1CC2(C)C (centres undefined) | 1% | 0% | 1%
COc1ccc(C(C(=O)Nc2c(C)cccc2C)n2c(=O)c(-c3ccccc3)nc3ccccc32)cc1 (centres undefined) | ? | ? | ·
CCOc1ccc(NC(C)=O)cc1[N+](=O)[O-] | 8% | 14% | -1%

(more compounds)
SMILES	TDP1 cell noCPT	TDP1 cell CPT	GCN5L2 inh
O=S(=O)(c1ccc2c(c1)CCC2)N1CCNCC1	-16%	2%	3%
Cc1ccc2c(C(=O)CNc3nncs3)c(C)[nH]c2c1	-8%&-1%	-5%&-1%	1%
CC1=NN(c2ccccc2)C(=O)C1(C)C	5%	5%	1%
CCOC(=O)C(C)Sc1nnc(Cn2c(=O)sc3ccccc32)n1-c1ccccc1 (centres undefined)	?	-21%	-8%
CC1(C)C2CCC1(CS(=O)(=O)Nc1ccccc1)C(=O)C2 (centres undefined)	-5%	-13%	2%
CS(=O)(=O)N1CCCC(C(=O)NCc2ccccn2)C1 (centres undefined)	0%	-6%	-6%
COCCn1cnnc1SCC(=O)Nc1ccccc1C(=O)Nc1ccc2c(c1)OCO2	-7%	2%	-14%
CNc1nc(N)c(C(=O)C23CC4CC(CC(C4)C2)C3)s1	-24%	-12%	-8%
FC(F)(F)c1ccccc1-c1cc(N2CCNCC2)ncn1	3%	4%	-12%
CCOC(=O)c1cnc(SC)nc1Oc1cccc(NS(=O)(=O)c2ccc(F)cc2)c1	?	?	-2%
Cc1cccc(NC(=O)C(=O)NCC2CCCN2S(=O)(=O)c2ccccc2)c1 (centres undefined)	10µM*	15µM*	2%
COc1cc(/C=C(\C#N)C(=O)NCCc2ccccc2)cc(OC)c1O	?	-25%	-11%
O=c1nc2n(c3ccc(Br)cc13)CCS2	?	-1%	0%
CCCCC(=O)OCC(=O)c1cc(C)n(-c2c(C)n(C)n(-c3ccccc3)c2=O)c1C	-25%	6%	0%
CO[C@H]1CN(C)C(=O)c2ccc(NC(=O)C3CCC3)cc2OC[C@H](C)N(Cc2ccccn2)C[C@@H]1C	-18%	11%	·
COc1ccc(Cl)cc1NC(=O)Cn1nnc(C(=O)NCc2ccc3c(c2)OCO3)c1N	?	?	-12%&-1%
COc1ccc(NC(=O)CCC(=O)c2cccs2)c(OC)c1	1%	5%	1%
CCOc1ccc(S(=O)(=O)N2CCC(C(=O)OCc3cccc(OC)c3OC)CC2)cc1	13%	6%	-7%
Cc1cccc(N2CCN(C(=O)Cn3nc(C)c4sc5ccccc5c4c3=O)CC2C)c1 (centres undefined)	?	?	-9%
COc1ccc(NC(=O)[C@@]2(CC(=O)O)CC(/C=C/c3ccccc3)=NO2)cc1	-1%	-1%	1%
COc1ccc(-c2cccc(NS(=O)(=O)c3ccc([N+](=O)[O-])cc3)c2)nn1	?	?	-1%
